M. tuberculosis GlmU: inhibition of mycobacterial GlmU enzyme – biochemical, glucosamine-1-phosphate acetyltransferase (AID 1376); Bifunctional protein GlmU (Mycobacterium tuberculosis (strain ATCC 25618 / H37Rv)); M. tuberculosis GlmU acetyltransferase enzyme assay; higher % means a stronger effect; inhibition, %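 (tested at 30 µM in the primary screen)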; hits with a dose series show IC50 in µM; actives 0.25% (n = 220,000); in the data active = inhibition above about 13%;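 also: 0% = complete reaction with vehicle and 100% = reaction without substrate; strong numbers were not always called active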
RmlCD inh 1536: M. tuberculosis RmlC/RmlD coupled enzyme inhibitors, primary screen, biochemical, compound mixtures, 384-well, from 1536-well plates; actives 0.03% (n = 160,000); RmlC+RmlD coupled enzyme assay, percent inhibition; primary screen in compound mixtures; inhibition, % at 3.6 µM; AID 1533, 2009; dTDP-4-dehydrorhamnose reductase (Mycobacterium tuberculosis (strain ATCC 25618 / H37Rv)) …; in the data active = inhibition mostly above about 34%, no sharp cut-off; also: some results filed as inactive read as strong as hits
Target sequence (P9WH09 whole entry, looked up): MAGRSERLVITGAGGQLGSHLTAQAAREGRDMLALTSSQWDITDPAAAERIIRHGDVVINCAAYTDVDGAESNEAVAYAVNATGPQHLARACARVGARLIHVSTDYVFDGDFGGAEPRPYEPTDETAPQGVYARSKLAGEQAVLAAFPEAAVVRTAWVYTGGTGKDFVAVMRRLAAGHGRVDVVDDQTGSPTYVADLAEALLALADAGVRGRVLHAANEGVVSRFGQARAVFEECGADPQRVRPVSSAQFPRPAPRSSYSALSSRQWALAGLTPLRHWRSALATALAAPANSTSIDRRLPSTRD
Target sequence (P9WH11 whole entry, looked up): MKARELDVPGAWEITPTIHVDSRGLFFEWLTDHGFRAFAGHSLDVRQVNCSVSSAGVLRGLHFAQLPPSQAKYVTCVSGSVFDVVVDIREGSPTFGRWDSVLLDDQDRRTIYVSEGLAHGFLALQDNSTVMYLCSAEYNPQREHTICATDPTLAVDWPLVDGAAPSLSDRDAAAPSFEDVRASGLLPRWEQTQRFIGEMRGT
* marks the source's active call; other numbers are inactive results; nt = no result given. The list is partial; the hit share may differ from the screen's.

SMILES	M. tuberculosis GlmU	RmlCD inh 1536
C=CCNC(=S)NCCCCC1NC(=S)N(CC=C)C1=O (stereo not drawn)	-7.6%	nt
COc1cccc(C(=O)NNC(=O)Cc2cccs2)c1	6.1%	6
CCN(CCO)C(=O)C(c1ccccc1)c1ccccc1	4.0%	4
COc1ccc(NC(=O)CSc2nnnn2-c2ccc(OC)cc2)cc1	nt	6
CCn1c(SCC(=O)N2CCc3ccccc32)nc2c(c1=O)SC(C)C2 (stereo not drawn)	2.9%	nt
Cc1nc(-c2ccccn2)nc(SCC(=O)N2CCOCC2)c1Cl	4.2%	-6
O=c1nc(Nc2ccccc2)oc2ccccc12	-2.8%	6
COc1ccc(NC(=O)c2sccc2-n2cccc2)cc1	5.1%	6
COCCN(C(=O)CCC(=O)Nc1cc(C)on1)C(C(=O)NC1CCCC1)c1ccccc1C (stereo not drawn)	1.4%	8
O=C(c1nn2c(C(F)(F)F)cc(-c3ccccc3)nc2c1Cl)N1CCOCC1	1.1%	-3
CCN1C(=O)c2cccc3c(S(=O)(=O)Nc4c(C)n(C)n(-c5ccccc5)c4=O)ccc1c23	3.5%	5
Cc1ccc(-n2c(SCC(=O)NCc3ccco3)nc3nc4c(cc3c2=O)COC(C)(C)C4)cc1	-1.6%	nt
CCOC(=O)/C=C1\NC(C)(C)Cc2cc(OC)c(O)cc21	-1.8%	nt
CCC(=O)Nc1ccc(Cl)c(NC(=O)c2ccc(Br)o2)c1	-0.1%	nt
C=C(C)CSc1nnc([C@@H](N)Cc2ccccc2)o1	-5.4%	13
Cc1cc(C(=O)CN2CCC(C)CC2)c(C)n1-c1ccc(F)cc1	-2.8%	12
CCCCCNC(=O)C1CC=CCC1C(=O)O (stereo not drawn)	1.8%	nt
CCCCNC(=O)c1onc(CSc2ccccc2F)c1C(=O)O	3.8%	28
CC(C)CCn1c2ccccc2c2cc(CC(N)=O)ccc21	-3.7%	nt
O=C(C[N+]12CCC(CC1)C(C(O)(c1ccccc1)c1ccccc1)C2)c1ccc(Br)cc1 (stereo not drawn)	2.5%	7
O=C(Nc1ccc2c(c1)oc1ccccc12)N1CCOCC1	-2.5%	12
Cc1ccsc1C(=O)N/N=C/c1ccc2c(c1)OCO2	1.2%	-3
CC1CCc2sc3nc(N4CCN(CCO)CC4)n4ncnc4c3c2C1 (stereo not drawn)	-3.9%	nt
O=C(NNC1=NCCCCC1)Nc1ccc(Cl)cc1	-2.7%	8
CCC(C)NC(=O)CSc1nnc(-c2cc(-c3cccs3)nc3ccccc23)o1 (stereo not drawn)	2.5%	nt
C=CCn1c(SCc2csc(-c3ccc(Cl)cc3)n2)nnc1-c1ccccc1OC	0.1%	16
CCOc1ccc(-n2c(SC(C)C(=O)OC)nc3c(c2=O)SCC3)cc1 (stereo not drawn)	3.8%	nt
CC/C=C/C(=O)N1CC2(CC(c3cccc(NC(=O)CCCCC)c3)=NO2)C[C@H]1C(N)=O (stereo partly drawn)	-1.5%	nt
Cc1ccc(S(=O)(=O)n2nc(-c3ccc(Cl)cc3)nc2NCc2ccco2)cc1	-2.6%	7
Cc1cc(C(=O)Nc2nc3ccc(S(C)(=O)=O)cc3s2)c(C)o1	0.4%	-7
C=CCNC(=S)/N=c1/ccccn1CCC	2.6%	15
O=C1C=C(N(CCO)CCO)C2(CCCCC2)O1	4.5%	nt
COc1ccc(NC(=O)C(c2ccc(C)cc2)N(C)C(=O)CNC(C)=O)cc1 (stereo not drawn)	-2.5%	11
COc1ccc(CCN(C)CCN2C(=O)c3ccccc3C2=O)cc1OC	3.1%	-12
CCCn1cnc2c(N)c(C)c(C)cc21	-0.6%	nt
O=C1CC(c2ccc(S(=O)(=O)N3CCN(c4ccccc4)CC3)cc2)CN1 (stereo not drawn)	1.7%	nt
COCCNc1oc(-c2cccs2)nc1S(=O)(=O)c1ccc(C)cc1	7.8%	nt
Nc1nc2n[nH]nc2c(=O)[nH]1	1.9%	nt
Cc1ccccc1C(=O)NC1CCN(CC(=O)Nc2ccc3c(c2)OCO3)CC1	-2.4%	7
Cc1ccc(CNC(=O)COc2ccc(C)nc2[N+](=O)[O-])cc1	-7.9%	nt
CCOC(=O)CC1C(=O)NCCN1C(=O)Nc1ccc(Cl)cc1 (stereo not drawn)	8.2%	13
COc1cc2c(C)nc3c(c(C)nn3-c3ccccc3)c2cc1OC	2.2%	10
O=C(C1=C(O)C(=O)N(CCCN2CCOCC2)C1c1ccccn1)c1cc2ccccc2o1 (stereo not drawn)	10%	-8
O=C1CC(c2ccccc2)CN1S(=O)(=O)c1ccccc1 (stereo not drawn)	-1.4%	1
CCn1c2ccccc2c2cc(CN3CCN(S(=O)(=O)CC)CC3)ccc21	2.3%	nt
O=C(NC(=S)Nc1ccc2oc(=O)ccc2c1)c1ccccc1F	4.4%	15
Cc1ccc(Cl)cc1NC(=S)N(Cc1cccnc1)Cc1ccccc1Cl	-1.2%	-13
O=C(O)C1C2C=CC3(CN(Cc4ccccn4)C(=O)C13)O2 (stereo not drawn)	10%	-2
COCCCNC(=S)NNC(=O)c1ccc(C(C)(C)C)cc1	2.4%	-4
CCN(CC)S(=O)(=O)c1ccc(Cl)c(C(=O)Nc2ccc(Cl)cc2[N+](=O)[O-])c1	0.7%	6
CCOC(=O)c1ccccc1NC(=O)/C=C/c1cc(OC)c(OC)c(OC)c1	-4.0%	nt
S=C(NCCc1ccccc1)Nc1ccc(Nc2ccccc2)cc1	0.9%	0
CCOc1ccc(OCC)c(S(=O)(=O)NC2CC(C)(C)NC(C)(C)C2)c1	-1.4%	-1
Clc1ncccc1-c1nc2ccccc2s1	-4.0%	nt
CCC(C)C(=O)N1c2ccccc2C(=C2SC(C(=O)OC)=C(C(=O)OC)S2)C(=S)C1(C)C (stereo not drawn)	5.6%	10
CCOC(=O)Cc1csc(SCC(=O)/C(C#N)=C(\C)N)n1	-0.5%	11
CCCN1CCC2(CC1)NC(CO)(CO)CO2	-1.7%	9
CCOC(=O)C1CCCN(Cc2nc(N)nc(Nc3ccccc3OC)n2)C1 (stereo not drawn)	-4.3%	5
COc1cccc2sc(N(CCN(C)C)C(=O)/C=C/c3cccs3)nc12	-3.7%	6
COc1ccc(/C=N/NC(=O)c2ccccc2O)cc1Cn1cc([N+](=O)[O-])cn1	-1.2%	-2
(further entries)
SMILES	M. tuberculosis GlmU	RmlCD inh 1536
Cc1ccsc1C(=O)Nc1cccc(S(=O)(=O)N(C)C)c1	-3.2%	-10
O=C(CCS(=O)(=O)c1cccc2nsnc12)N1CCN(C(=O)c2ccco2)CC1	-2.3%	nt
O=C(COc1ccccc1[N+](=O)[O-])N/N=C/c1ccncc1	1.6%	-7
CCN(CC)C(=O)CSc1n[nH]c(=S)n1N	nt	8
Cc1ccc(S(=O)(=O)NNc2nc3ccccc3nc2C(F)(F)F)cc1	7.2%	5
O=C(NCc1nc2ccccc2[nH]1)C1=C[C@H](c2coc3ccccc3c2=O)C[C@H](OCCCCO)O1	1.8%	nt
CCN(CC)CCNC(=O)C(C)c1nn(CC)c(=O)c2ccccc12 (stereo not drawn)	3.2%	nt
CCc1nnc(NC(=O)[C@@H](NC(=O)c2ccc(C(C)(C)C)cc2)C(C)C)s1	-4.9%	62
Cc1cccc(OCC(O)Cn2c(NCc3cccnc3)nc3c2c(=O)[nH]c(=O)n3C)c1 (stereo not drawn)	-1.7%	-2
COc1ccc(S(=O)(=O)N(C)C2CCS(=O)(=O)C2)cc1OC (stereo not drawn)	6.6%	-6
COC(=O)c1sc(=S)n(-c2ccccc2OC)c1N	2.2%	7
COc1cccc(C2C=C(c3cccs3)Nc3ncnn32)c1OC (stereo not drawn)	2.4%	nt
CCCC(=O)c1ccc(N2CCN(C(=O)c3ccccc3)CC2)c(F)c1	6.9%	2
O=C(NCCCc1ccccc1)Nc1cccc(Cl)c1	-4.0%	0
COc1ccc(N2CCN(C(=O)c3cccc4nc(C)oc34)CC2)cc1	1.8%	6
COc1ccc(C(=O)NC(=S)Nc2ccc3oc(=O)ccc3c2)cc1	-0.2%	8
Cc1cc(C)nc(SCc2nnc(SCC(=O)Nc3ccccc3C)n2Cc2ccco2)n1	-2.7%	nt
CCOc1ccccc1NC(=O)Nc1ccc(Cl)cc1	5.4%	3
CC(NC(=O)COc1ccccc1-c1ccccc1)c1ccccc1 (stereo not drawn)	-0.9%	8
COc1ccc(Nc2c(C)cccc2C)cc1	0.5%	nt

14 successive compounds out of the list so far:
SMILES	M. tuberculosis GlmU	RmlCD inh 1536
Cc1ccsc1C(=O)Nc1cccc(S(=O)(=O)N(C)C)c1	-3.2%	-10
O=C(CCS(=O)(=O)c1cccc2nsnc12)N1CCN(C(=O)c2ccco2)CC1	-2.3%	nt
O=C(COc1ccccc1[N+](=O)[O-])N/N=C/c1ccncc1	1.6%	-7
CCN(CC)C(=O)CSc1n[nH]c(=S)n1N	nt	8
Cc1ccc(S(=O)(=O)NNc2nc3ccccc3nc2C(F)(F)F)cc1	7.2%	5
O=C(NCc1nc2ccccc2[nH]1)C1=C[C@H](c2coc3ccccc3c2=O)C[C@H](OCCCCO)O1	1.8%	nt
CCN(CC)CCNC(=O)C(C)c1nn(CC)c(=O)c2ccccc12 (stereo not drawn)	3.2%	nt
CCc1nnc(NC(=O)[C@@H](NC(=O)c2ccc(C(C)(C)C)cc2)C(C)C)s1	-4.9%	62
Cc1cccc(OCC(O)Cn2c(NCc3cccnc3)nc3c2c(=O)[nH]c(=O)n3C)c1 (stereo not drawn)	-1.7%	-2
COc1ccc(S(=O)(=O)N(C)C2CCS(=O)(=O)C2)cc1OC (stereo not drawn)	6.6%	-6
COC(=O)c1sc(=S)n(-c2ccccc2OC)c1N	2.2%	7
COc1cccc(C2C=C(c3cccs3)Nc3ncnn32)c1OC (stereo not drawn)	2.4%	nt
CCCC(=O)c1ccc(N2CCN(C(=O)c3ccccc3)CC2)c(F)c1	6.9%	2
O=C(NCCCc1ccccc1)Nc1cccc(Cl)c1	-4.0%	0

Next part:
SMILES	M. tuberculosis GlmU	RmlCD inh 1536
C/C(CC(=O)NC1CCCC1)=N\NC(=O)c1ccc([N+](=O)[O-])c(Cl)c1	7.7%	nt
COc1cc2nc(-c3ccc(Br)o3)oc(=O)c2cc1OC	-0.5%	0
c1cnc(NC2CCCCCC2)nc1	-1.3%	-7
C=CCn1c(SCn2nnc3ccccc3c2=O)nnc1-c1ccc(Br)cc1	0.8%	3
Cc1ccc(SCc2cc(=O)[nH]c(N3CCOCC3)n2)cc1	-6.0%	nt
Cc1ccc2nc(SCCC#N)nc(C)c2c1	-1.1%	-6
COc1cc2c(cc1OC)C(C)N(C(=O)Cn1ncc3c1-c1cc(C)ccc1OC3)CC2 (stereo not drawn)	1.9%	9
c1ccc(CN2CCN(CCN3CCn4c3nc3ccccc34)CC2)cc1	1.8%	13
Cc1ccc(/C=N/N2CCN(Cc3ccccc3)CC2)s1	1.9%	-8
CCCCCn1c(SCCCC)nc2c1c(=O)[nH]c(=O)n2C	3.0%	nt
COCC1CCCCN1Cc1cn[nH]c1-c1ccc(OC)cc1OC (stereo not drawn)	0.0%	-9
CCN(Cc1ccccc1)C(c1ccccn1)c1nnnn1C1CCCCC1 (stereo not drawn)	-0.6%	nt
CCOC(=O)c1c(NC(=O)CSc2nnc(CNc3ccc(Cl)cc3)o2)sc(C)c1C	0.9%	nt
COc1cc2c(O)c3c(c(-c4ccc5c(c4)OCO5)c2cc1OC)C(=O)OC3	-4.7%	12
CN(C)S(=O)(=O)Nc1ccc(Br)cc1F	4.4%	nt
O=C(N/N=C/c1c[nH]c2ccc(Br)cc12)c1ccncc1	-6.0%	8
O=C(c1ccc(S(=O)(=O)N2CCOCC2)cc1)N1CCN(c2ccccn2)CC1	-5.4%	nt
COC(C[C@H]1O[C@@H]1C(=O)COCc1ccccc1)OC	-2.3%	nt
Cc1ccc2c(c1)C(=O)C(=O)N2CC(=O)OC(C)C	2.0%	41
COc1ccc(OCC(=O)NC(=S)Nc2ccc3c4c(cccc24)CC3)cc1	3.0%	nt
COc1ccc(CNc2nc(-c3cccnc3)nn2C(=O)CC(C)C)cc1	1.1%	6
CCCn1c(=S)[nH]c2cc(C(=O)N3CCN(c4ccccc4OC)CC3)ccc2c1=O	6.2%	4
Cc1[nH]c2ccccc2c1/C=C/C(=O)c1ccccc1	-7.0%	-12
CC(C)(C)c1ccc(S(=O)(=O)N2CCC(c3nc4ccc(Cl)cc4[nH]3)CC2)cc1	-0.5%	nt
CC(NC(=O)c1ccc(F)cc1)c1ccccc1 (stereo not drawn)	-7.0%	-8
O=C1C=CC(=O)N1c1ccc(OC(F)F)cc1	3.7%	6
O=C(CC1C(=O)N(c2ccccc2)C(=O)N1Cc1ccco1)Nc1ccccc1 (stereo not drawn)	0.2%	-7
CC1(C)N=C(c2cccc(F)c2)C(=O)N1	6.5%	nt
CCC(CO)NC(=O)c1cc2c(s1)CCC2 (stereo not drawn)	1.9%	-8
COC(=O)C1=C(C(=O)OC)C(c2cc(Br)ccc2O)c2sc(=O)[nH]c2S1 (stereo not drawn)	3.6%	2
O=C(Nc1nc2c(Br)cc(Br)cc2c(=O)s1)C1CCC1	2.2%	17
COc1ccc(-c2cc3c(=O)n(CC(=O)NC4CCN(Cc5ccccc5)CC4)ncn3n2)cc1	5.8%	-10
COC(=O)c1ccc(NC(=O)c2ccccc2-c2ccccc2C(=O)O)cc1	0.6%	-14
CCC(C)/C(C)=N/NC(=O)CSc1nc2ccccc2[nH]1 (stereo not drawn)	2.3%	-8
CC(C)(C)c1cc(NC(=O)c2ccc(OC3CCCC3)cc2)no1	0.3%	1
CCN1C(=O)CC(N2CCN(c3ccc(C(=O)c4ccccc4)cc3)CC2)C1=O (stereo not drawn)	-2.4%	-7
CCc1c(C(=O)NCCc2ccc(OC)c(OC)c2)[nH]c(C)c1C(C)=O	11%	31

Source: PubChem BioAssay
